# Tau filament bind = binds recombinant human tau filaments | P10636 | actives 2% (n = 71,000) | AID 596 | recombinant tau filaments, thioflavin S fluorescence, 15 h; filaments grown with octadecylsulfate alongside compound | Potency, µM (titrated, usually from 57.1 µM), for the others: at the top dose activity change, negative = inhibition;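 further: potency means the concentration at half of the fitted maximal effect; on the % scale 0 is the no-effect control and ±100 the full control effect; actives lower thioflavin S fluorescence by blocking filaments or displacing dye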
#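 His-tagged recombinant human tau (exons 2, 3 and 10 included), 1 uM, was induced to fibrillize by 30 uM sodium octadecylsulfate with compound present. After 15 h at 37 C, thioflavine S fluorescence (ex 450, em 510 nm) was read.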
# ALOX15 inhib = blocks human 15-lipoxygenase activity; P16050; purified 15hLO-1, xylenol orange hydroperoxide absorbance; Potency, µM (top dose mostly 57.1 µM), inactives show at the highest dose activity change, negative = inhibition, most hits filed as inhibitors; actives 1.4% (n = 74,000); AID 887; further: potency means the concentration at half of the fitted maximal effect; on the % scale 0 is the no-effect control and ±100 the full control effect; nearly all actives have a fitted effect of over 55% in size
#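 Readout: Fe(III)-xylenol orange absorbance, 573-to-405 nm ratio as reaction progress. Enzyme 40 nM purified human 15hLO-1, substrate 50 uM arachidonic acid, 6 min RT after 15 min compound preincubation; Hepes pH 7.5 buffer with Triton X-100.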
# BRCT PPI green = blocks human BRCA1 BRCT binding to phosphopeptide, green readout; P38398; BRCA1 BRCT-phosphopeptide binding, green fluorescence polarization; actives 0.05% (n = 75,000); AID 875; Potency, µM (doses to about 76.9 µM), without a hit: at the top dose activity change, negative = inhibition, actives largely listed as inhibitors;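 further: potency means the concentration at half of the fitted maximal effect; plate controls were peptide without protein for full effect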
#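 Fluorescence polarization: His-tagged BRCT (~35 kDa BRCA1 C-terminus, 250 nM) bound to 100 nM fluorescein-labeled phosphorylated 10-aa BACH1 peptide, pH 7.3 phosphate buffer with DTT and Tween 20. Compounds incubated 12 min at room temperature; inhibition read as lowered polarization.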
# HADH2 inh = HADH2 (human) dehydrogenase inhibition. Q99714. recombinant HADH2, NADH fluorescence, beta-hydroxybutyryl-CoA. Potency, µM (titrated, usually from 57.1 µM), for the others: at the top dose activity change, negative = inhibition, usual class: inhibitors. actives 3.4% (n = 73,000). AID 886; further: potency means the concentration at half of the fitted maximal effect; on the % scale 0 is the no-effect control and ±100 the full control effect; nearly all actives have a fitted effect of over 60% in size; many of its hits are not listed in these tables
#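 20 nM HADH2 + cpd, 15 min RT; add 1 mM NAD+/90 uM beta-hydroxybutyryl-CoA; kinetic fluorescence 360/450 nm, 4 min. Tris-HCl pH 9.0, 0.01% Tween-20.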
# Rhodamine fluor = compound fluoresces in the rhodamine spectral region | Rhodamine-region fluorescence, 547/598 nm, Tris buffer; stronger effect = higher value | max dye-equivalent concentration, M | AID 594 | actives 0.05% (n = 59,000); in the data active means max dye-equivalent concentration above about 11 nM; inconclusive means between about 1.1 nM and that limit
#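 Read-out is relative fluorescence at 547 nm excitation and 598 nm emission, expressed as dye-equivalent concentration using rhodamine standards on every plate. Each compound was profiled across a concentration series after 15 min in 100 mM Tris, pH 8.0.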
# Pol III holo inh = DNA polymerase III holoenzyme inhibition; reconstituted DNA polymerase III holoenzyme replication, biochemical; Potency, µM (top dose mostly 57.1 µM), for inactives: at the highest dose activity change, negative = inhibition; actives 0.25% (n = 71,000); AID 603; further: potency means the concentration at half of the fitted maximal effect; on the % scale 0 is the no-effect control and ±100 the full control effect
#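 Reconstituted *E. coli* holoenzyme (0.35 nM Pol III, 1 nM beta, 154 nM SSB, 2 nM primase) was preincubated with compound for 15 min at RT. Synthesis on 1.4 nM ssM13Gori ran 35 min, then was stopped with PicoGreen/EDTA and read as dsDNA fluorescence.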
# USP2a inh = blocks human ubiquitin-specific protease USP2a | USP2a enzymatic assay, qHTS inhibition | Potency, µM (series often up to 38.3 µM), for the others: at the highest dose activity change, negative = inhibition, actives largely listed as inhibitors | actives 0.1% (n = 60,000) | O75604;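 further: potency means the concentration at half of the fitted maximal effect; nearly all actives have a fitted effect of over 60% in size; plate controls were DMSO for no effect and NEM full inhibition control for full effect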
# Target sequence (O75604 whole entry, looked up): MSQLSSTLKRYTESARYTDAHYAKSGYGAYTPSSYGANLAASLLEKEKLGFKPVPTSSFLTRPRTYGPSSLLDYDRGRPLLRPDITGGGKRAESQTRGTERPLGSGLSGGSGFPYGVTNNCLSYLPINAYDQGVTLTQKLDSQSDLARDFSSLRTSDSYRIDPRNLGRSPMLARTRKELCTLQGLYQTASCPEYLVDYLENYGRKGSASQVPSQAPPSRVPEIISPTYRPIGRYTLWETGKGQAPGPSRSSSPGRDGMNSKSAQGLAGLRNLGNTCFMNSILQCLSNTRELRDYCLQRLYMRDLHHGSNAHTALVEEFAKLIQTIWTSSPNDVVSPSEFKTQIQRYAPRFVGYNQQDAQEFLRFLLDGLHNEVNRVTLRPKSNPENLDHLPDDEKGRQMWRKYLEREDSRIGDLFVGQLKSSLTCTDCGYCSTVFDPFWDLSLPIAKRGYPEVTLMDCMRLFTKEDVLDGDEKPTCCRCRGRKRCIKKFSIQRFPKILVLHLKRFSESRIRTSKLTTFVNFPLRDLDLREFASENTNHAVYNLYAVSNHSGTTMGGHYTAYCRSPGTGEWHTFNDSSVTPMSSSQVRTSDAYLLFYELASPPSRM
#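 Coupled readout: USP2-cleaved Ub-PLA2 (20nM final) turns over NBD C6-HPC (20uM final), Ex 460nm/Em 535nm after 2.5 h, time-zero read flagging artifacts. Enzyme (20nM final, pH 8.0 Tris) given 30 min RT with compound first; NEM defines full inhibition.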
# HEK293 cAMP cs = parental HEK293 cAMP activation (counter-screen); parental HEK293 CNG cAMP sensor, membrane potential fluorescence; Potency, µM (doses to about 57.1 µM), for the others: at the top dose activation, most hits filed as activators; actives 2.5% (n = 73,000); further: potency means the concentration at half of the fitted maximal effect; % of control where 0% means no effect; nearly all actives have a fitted effect of over 55% in size
#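 Counterscreen for endogenous-receptor signalling: CNG-channel HEK 293 cells report cAMP rise by membrane depolarization. After 60 min dye equilibration with 100 uM RO 20-1724, compounds incubated 30 min before bottom-read fluorescence at 590 nm.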
# Caspase-1 inhib = allosteric or competitive inhibitors of human caspase-1 | Caspase-1 enzyme, Ac-WEHD-AFC fluorogenic rate | Potency, µM (top dose mostly 57.5 µM), for inactives: top-dose activity change, negative = inhibition, actives largely listed as inhibitors | P29466 | AID 900 | actives 0.03% (n = 75,000);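 further: potency means the concentration at half of the fitted maximal effect; plate controls were vehicle for no effect and no substrate for full effect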
# Casp7 inh = caspase-7 (human) inhibition, allosteric or competitive; recombinant caspase-7, Ac-DEVD-AFC fluorescence rate; Potency, µM (top dose mostly 57.5 µM), for inactives: at the top dose activity change, negative = inhibition, hits mostly inhibitors; actives 0.02% (n = 75,000); AID 889; active means well fitted inhibition curve with a large enough effect in the main read-out, with a control signal flat, not every such curve was filed as active; inconclusive means small, poorly fitted or top-dose-only effect, or a change in a side signal; further: potency means the concentration at half of the fitted maximal effect; % of control where 0% means no effect
# Target sequence (P55210 24-198 limits assumed): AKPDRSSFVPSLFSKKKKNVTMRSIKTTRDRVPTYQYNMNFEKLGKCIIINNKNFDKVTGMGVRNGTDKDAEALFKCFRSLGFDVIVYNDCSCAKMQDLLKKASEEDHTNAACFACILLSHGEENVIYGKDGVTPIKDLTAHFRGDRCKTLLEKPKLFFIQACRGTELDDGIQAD
# Target sequence (P55210 207-303 limits assumed): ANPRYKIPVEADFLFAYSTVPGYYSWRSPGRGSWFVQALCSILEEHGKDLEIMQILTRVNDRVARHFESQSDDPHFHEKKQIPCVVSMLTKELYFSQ
# BRCT inh red = BRCT-phosphoprotein interaction inhibition (red fluorophore). P38398. BRCT-phosphopeptide binding, red fluorescence polarization. Potency, µM (doses to about 76.9 µM), for inactives: top-dose activity change, negative = inhibition, most hits filed as inhibitors. actives 0.03% (n = 75,000). AID 892; further: on the % scale 0 is the no-effect control and ±100 the full control effect
#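 Rhodamine-labelled pBACH1 10-mer (100 nM) bound to BRCT domain (100 nM) at pH 7.3; compounds incubated 12 min room temperature, polarization read. Free peptide defines full inhibition; unlabelled decapeptide titrated as control.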
# Starred values were filed as active, the others as inactive; i = inactive; u = inconclusive; x = no result given; [ ] = remark or other dose. Unless noted, the call rests on the fitted dose curve; in most records, active means well fitted curve in the direction sought with a large enough effect; inconclusive means small, poorly fitted or top-dose-only effect, or another doubt; inactive means no such curve, though single readings can be large; an effect the other way counts as inactive or inconclusive. Only part of the results is shown. The share of hits here may be higher or lower than overall.
SMILES,Tau filament bind,ALOX15 inhib,BRCT PPI green,HADH2 inh,Rhodamine fluor,Pol III holo inh,USP2a inh,HEK293 cAMP cs,Caspase-1 inhib,Casp7 inh,BRCT inh red
C=CCOc1ccc(C2C(C(=O)c3ccco3)=C(O)C(=O)N2CCCN(CC)CC)cc1 (stereo not drawn),-2%,-3%,-2.2%,-3%,i,4%,10%,-1%,-3%,-3%,1.2%
c1csc(Cc2nc(-c3ccc(-n4cccc4)cc3)no2)c1,-17%,4%,-1.4%,-10%,x,4%,x,u,0%,-2%,2.0%
CCN(CC)CCOc1c(Br)ccc2c1sc1nc3n(c(=O)c12)CCC3,262%,-4%,5.4%,-19%,x,u,61%[activator],6%,-1%,0%,-3.1%
O=C(O)CC12C[C@H]3C[C@@H](CC(O)(C3)C1)C2,-5%[11.4 µM],-5%[11.4 µM],-0.5%[15.4 µM],12%[11.4 µM],i,-4%[11.4 µM],x,20%[11.4 µM],2%[11.5 µM],-1%[11.5 µM],-0.9%[15.4 µM]
O=C(Cc1cn2ccsc2n1)NCc1ccccc1,0%,9%,1.8%,8%,i,-5%,-7%,4%,0%,-1%,-2.3%
CC(C)(C)C(=O)OCCn1c(=O)c2cc3c(=O)n(CCOC(=O)C(C)(C)C)c(=O)c3cc2c1=O,0%,-1%,-2.2%,-1%,i,0%,7%,24%,-3%,3%,0.4%
COC(=O)c1cc(=O)[nH]c(SCc2cccc(C)c2)n1,-5%,6%,3.9%,-2%,x,1%,x,17%,-2%,-1%,0.0%
CCC1CCCCN1CCNC(=O)c1[nH]c(C)c(C(C)=O)c1C (stereo not drawn),0%,2%,-0.7%,-3%,i,-1%,10%,u,2%,2%,-0.5%
COC(=O)c1ccc2c(=O)n(CCN3CCOCC3)c(=S)[nH]c2c1,-1%,8%,0.7%,2%,i,1%,-15%,2%,-2%,-3%,-2.1%
O=C(Oc1cccc2cccnc12)c1ccc2c(c1)OCCO2,-15%,-14%,-2.9%,0%,i,-1%,12%,14%,-3%,0%,-1.5%
CC(C)(C)OC(=O)NC(CCCCNC=O)C(=O)O (stereo not drawn),-1%,3%,-0.7%,1%,i,-4%,-7%,3%,2%,0%,-1.6%
N#Cc1c(-c2ccc3c(c2)OCO3)csc1N,-8%,u,1.3%,u,i,-4%,9%,3%,0%,-1%,-0.9%
CCn1c(SCC(=O)NCC2CCCO2)nc2cc(S(=O)(=O)N3CCCCC3)ccc21 (stereo not drawn),1%,4%,-1.1%,-5%,i,-2%,8%,22%,1%,0%,-0.7%
COCC(=O)N1CCC2(CCCN(C(=O)Nc3cccc(C#N)c3)C2)CC1,-11%,1%,-2.2%,-2%,i,-7%,10%,5%,-2%,-1%,0.4%
CCC(=O)N1CCc2cc(S(=O)(=O)NCCN3CCC(C)CC3)ccc21,23%,-2%,-0.5%,3%,i,-5%,8%,11%,-1%,3%,-0.1%
CCOC(=O)Cc1csc(NC(=O)Nc2ccccc2)n1,1%,2%,-1.7%,-1%,x,0%,6%,6%,-1%,1%,1.4%
Cc1ccccc1-c1nc(CN2CCC(C(=O)NCc3cccnc3)CC2)c(C)o1,14%,18%,-1.8%,16%,i,-6%,16%,10%,0%,1%,-0.2%
Nc1nc(N)nc(-c2ccccc2)n1,1%,9%,-3.2%,-2%,i,2%,-3%,3%,-3%,-2%,-0.5%
C(=C\c1ccccc1)/C=N/n1cnnc1,-3%,3%,-2.3%,0%,x,7%,7%,3%,1%,0%,-0.2%
CCOC(=O)Nc1ccc(C)cc1Br,3%,-4%,0.6%,0%,i,1%,-1%,6%,0%,0%,-1.5%
COC(=O)/C=C/S(=O)(=O)c1ccc(NC(C)=O)cc1,-18%,7%,0.1%,-2%,x,3%,-14%,u,-3%,0%,0.4%
NC(=O)COc1ccc(=O)n(-c2ccccc2)n1,-8%,1%,-3.9%,-1%,x,-6%,x,-4%,-2%,-1%,-1.3%
C/C(Nc1ccc(F)cc1)=C(/C#N)C(N)=O,6%,7%,0.3%,-3%,i,-6%,0%,19%,3%,0%,-0.2%
CN(C)C1C(=O)C(C(N)=O)=C(O)[C@@]2(O)C(=O)C3=C(O)c4c(O)ccc(Cl)c4C(O)[C@H]3C[C@@H]12 (stereo partly drawn),x,1%,-0.3%[3.08 µM],x,x,x,14%,x,-6%,-12%,0.0%

# Molecules from the list above containing a tert-butyl group, in the order listed:
SMILES,Tau filament bind,ALOX15 inhib,BRCT PPI green,HADH2 inh,Rhodamine fluor,Pol III holo inh,USP2a inh,HEK293 cAMP cs,Caspase-1 inhib,Casp7 inh,BRCT inh red
CC(C)(C)C(=O)OCCn1c(=O)c2cc3c(=O)n(CCOC(=O)C(C)(C)C)c(=O)c3cc2c1=O,0%,-1%,-2.2%,-1%,i,0%,7%,24%,-3%,3%,0.4%
CC(C)(C)OC(=O)NC(CCCCNC=O)C(=O)O (stereo not drawn),-1%,3%,-0.7%,1%,i,-4%,-7%,3%,2%,0%,-1.6%

# Further structures.
SMILES,Tau filament bind,ALOX15 inhib,BRCT PPI green,HADH2 inh,Rhodamine fluor,Pol III holo inh,USP2a inh,HEK293 cAMP cs,Caspase-1 inhib,Casp7 inh,BRCT inh red
Cc1cccc(C)c1OCc1nnc(SCC(=O)Nc2ccccc2F)o1,10%,-3%,-1.6%,4%,x,8%,x,14%,-4%,-3%,-0.2%
CSc1ccccc1NC(=O)CN(c1ccccc1)S(=O)(=O)N(C)C,-8%,-3%,0.9%,3%,i,-3%,7%,u,-1%,-1%,1.1%
CC1CCN(S(=O)(=O)c2cccc(-c3nnc(-c4cccnc4)o3)c2)CC1,40%,-1%,-0.8%,17%,i,-7%,26%,22%,1%,2%,1.6%
CCOc1ccc(N(CC)C(=O)COc2cc(=O)n(C)c3ccccc23)cc1,-2%,3%,2.4%,4%,x,0%,x,-1%,-6%,-7%,-1.4%
CCOC(=O)c1cnc(-n2nc(C)cc2C)nc1NCc1ccc2c(c1)OCO2,5%,9%,-2.2%,6%,i,-4%,-5%,2%,0%,-2%,-0.2%
Cc1ccc(-c2ccc(CCC(=O)O)n2NC(=O)c2ccco2)cc1,-3%,-3%,-1.2%,-3%,i,-10%,-2%,6%,0%,-3%,-3.7%
CCOC(=O)Cn1c(=O)c2c(nc(Br)n2Cc2ccc(Cl)cc2)n(C)c1=O,6%,4%,-1.0%,11%,i,4%,-9%,u,-1%,2%,-1.9%
c1cc(-c2nc3ccccc3o2)nc(-c2nc3ccccc3o2)c1,4%,3%,-0.5%,8%,i,4%,4%,8%,4%,-1%,1.0%
COc1ncc2nc(-c3cc(F)cc(F)c3)c(=O)n(-c3ccccc3)c2n1,u,-4%,-0.7%,-13%,i,-11%,81%[activator],0%,u,u,-1.2%
Cc1ccc(CNC(=O)CCCOc2cc(=O)n(C)c3ccccc23)o1,-4%,3%,-0.6%,3%,i,-2%,7%,-3%,0%,-1%,-1.8%
CC(C)CCN1CC(C(=O)NC(C)C)CC1=O (stereo not drawn),4%,-1%,-0.8%,-5%,i,-4%,1%,14%,0%,-1%,-1.0%
COc1ccc(CNc2ccnc(-c3cccnc3)n2)c(OC)c1,-8%,u,-0.6%,u,i,1%,71%[activator],u,-2%,-5%,-1.9%
CCc1cccc(CC)c1N(COC)C(=O)Cn1ccccc1=N,-14%,2%,-2.6%,-5%,i,-7%,-8%,15%,0%,-2%,-1.0%

# Fetched one by one from above (three):
SMILES,Tau filament bind,ALOX15 inhib,BRCT PPI green,HADH2 inh,Rhodamine fluor,Pol III holo inh,USP2a inh,HEK293 cAMP cs,Caspase-1 inhib,Casp7 inh,BRCT inh red
COc1ncc2nc(-c3cc(F)cc(F)c3)c(=O)n(-c3ccccc3)c2n1,u,-4%,-0.7%,-13%,i,-11%,81%[activator],0%,u,u,-1.2%
Cc1cccc(C)c1OCc1nnc(SCC(=O)Nc2ccccc2F)o1,10%,-3%,-1.6%,4%,x,8%,x,14%,-4%,-3%,-0.2%
COc1ccc(CNc2ccnc(-c3cccnc3)n2)c(OC)c1,-8%,u,-0.6%,u,i,1%,71%[activator],u,-2%,-5%,-1.9%
